# SKBR3 24h inh – SK-BR-3 proliferation inhibitors. 41,000 tested, 0.47% active. SK-BR-3 viability, CellTiter-Glo ATP luminescence, 24 h; stronger effect = lower value. viability, % at 10 µM;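 active = viability at or below the median of all test compounds minus 3 SD, in both replicates if run twice, cut at about 45% in these data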;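 also: 100% = median untreated cell wells and 0% = median positive control drug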
# * hit, by the source's call. A portion of the library. The share of hits here may be higher or lower than overall.
SMILES,SKBR3 24h inh
Cc1nnc2sc(-c3ccc(NC(=O)CSc4ccc(Cl)cc4)cc3)nn12,82
COc1cccc(NS(=O)(=O)c2ccc(S(=O)(=O)N3CCOCC3)cc2)c1,114
Cc1ccc(NC(=O)CSc2nnc(COc3ccc(C#N)cc3)n2-c2ccccc2)cc1C,69
CCOC(=O)CC1=NC(=O)CS1,94
COc1ccc(CNC(=O)c2ccc(NC(=O)C3CCCO3)cc2)cc1 (centres undefined),88
Cc1ccc2c(c1)nnn2C1CCN(CC(=O)NCCc2nc3ccccc3[nH]2)CC1,91
COc1ccc(-c2noc(CCC(=O)NCCCN3CCC(Cc4ccccc4)CC3)n2)cc1,67
C=CCN(CC(=O)NCC1CCCO1)C(=O)CCC(=O)Nc1cc(C)on1 (centres undefined),92
CCCN(CCC)c1nc2ccccc2nc1C(C#N)C(=O)OCCOC (centres undefined),81
CS(=O)(=O)N1CCN(C(=O)c2ccncc2)CC1,86
NCC(O)COc1ccc2c(c1)OCO2 (centres undefined),92
CC(=O)OCP(C)(=O)COC(C)=O,102
CC(C)(C)c1ccc(C(=O)N2CCC(C(=O)NCc3ccncc3)CC2)cc1,97
CC(=O)Nc1c2c3c(cccc3n(C)c1=O)C(=O)c1ccccc1-2,90
COCCCNc1nc2c(c(=O)n(C)c(=O)n2C)n1Cc1cccc(OC)c1,115
CC(CN1CCCCC1)OC(=O)c1ccc2c(c1)OCO2 (centres undefined),114
N#CC(C(=O)Nc1cccc(Cl)c1)=C1Nc2ccccc2N1,81
O=C1CCCC(=NCc2ccco2)C1,114
CC(C)CCn1c(CN2CCN(Cc3ccccc3)CC2)nc2c1c(=O)n(C)c(=O)n2C,102
CCCCOc1ccc(NC2=NC3(CCCC3)N=C(N)N2)cc1,100
Cc1ccc(C(=O)Nc2ccccc2C(=O)NCc2ccco2)cc1S(=O)(=O)N1CCCCC1,79
Cn1c(CSc2nc3ccc(Br)cc3[nH]2)nc2ccccc21,89
c1ccc(-c2nc[nH]c2-c2ccccc2)cc1,82
Cc1ccc(-c2nn3c(C)nnc3s2)cc1NCc1c(F)cccc1Cl,75
O=C(CCn1c(=O)oc2ccccc21)Nc1nccs1,105
COc1ccc(C(=O)Cn2nnc(-c3ccccc3NC(=O)C3CC3)n2)cc1,88
CCOc1ccccc1NC(=O)c1ccccc1N(C)S(C)(=O)=O,84
OC(COc1ccc2c(c1)CCC2)Cn1cnc2ccccc21 (centres undefined),91
O=C(O)CCCC(=O)Nc1ccc(C(=O)N2CCCCC2)cc1,120
CCc1nc2n[nH]c(N)c2c2c1CSC(C)(C)C2,125
CC1CCc2c(sc3nc(SCC(=O)NCc4ccco4)nc(N)c23)C1 (centres undefined),99
Cn1c(=O)c2[nH]cnc2n(C)c1=O,88
COCCCNC(CC(=O)Nc1ccc(N(C)C)cc1)C(=O)O (centres undefined),111
Cc1ccc(OCC(=O)n2nc(C)cc2C)c(Br)c1,71
O=C(CN1CCN(c2ccccn2)CC1)N1c2ccccc2Sc2ccc(C(F)(F)F)cc21,105
CCOC(=O)Cn1c(=O)c2c(nc3n2CCS3)n(C)c1=O,80
CCOc1ccc(NC(=O)C2CC(=O)N(C)C(=Nc3ccc4c(c3)OCO4)S2)cc1 (centres undefined),77
Cc1ccc(SCc2cc(=O)n3[nH]c(C)nc3n2)cc1,110
N#Cc1c(-c2ccco2)cc(-c2ccccn2)nc1N,119
Cc1ccc(-c2csc3nnc(SCc4csc(C)n4)n23)cc1,89
CCOCCCn1c(=N)c(C(N)=S)cc2c(=O)n3cccc(C)c3nc21,65
Cc1cccc(OCC(O)Cn2c(=N)n(CCN3CCCCC3)c3ccccc32)c1 (centres undefined),85
O=C1CC(c2cccs2)CC2=C1C(c1ccccc1)n1ncnc1N2 (centres undefined),99
COc1ccc(CC(=O)OCc2cc3ccc(C)cc3[nH]c2=O)cc1,95
COc1ccc(-c2cc(C(=O)NCc3ccc(Cl)cc3)no2)cc1OC,80
O=S(=O)(NC1CCCCC1)c1ccc(S(=O)(=O)N2CCN3CCCC3C2)cc1 (centres undefined),92
Clc1ccc(OCCn2ccnc2)c2ccccc12,103
O=C(Nc1ccc(S(=O)(=O)N2CCOCC2)cc1)c1cccs1,82
CCc1cccc(NC(=O)CN(C)S(=O)(=O)c2cccc3nsnc23)c1,75
CC1=C(C(=O)OC2CCCCC2)C(c2ccc(C)o2)C2=C(CC(C)(C)CC2=O)N1 (centres undefined),69

# 36 of these compounds, set out differently.
SMILES | SKBR3 24h inh
COCCCNc1nc2c(c(=O)n(C)c(=O)n2C)n1Cc1cccc(OC)c1 | 115
CC(CN1CCCCC1)OC(=O)c1ccc2c(c1)OCO2 (centres undefined) | 114
N#CC(C(=O)Nc1cccc(Cl)c1)=C1Nc2ccccc2N1 | 81
O=C1CCCC(=NCc2ccco2)C1 | 114
CC(C)CCn1c(CN2CCN(Cc3ccccc3)CC2)nc2c1c(=O)n(C)c(=O)n2C | 102
CCCCOc1ccc(NC2=NC3(CCCC3)N=C(N)N2)cc1 | 100
Cc1ccc(C(=O)Nc2ccccc2C(=O)NCc2ccco2)cc1S(=O)(=O)N1CCCCC1 | 79
Cn1c(CSc2nc3ccc(Br)cc3[nH]2)nc2ccccc21 | 89
c1ccc(-c2nc[nH]c2-c2ccccc2)cc1 | 82
Cc1ccc(-c2nn3c(C)nnc3s2)cc1NCc1c(F)cccc1Cl | 75
O=C(CCn1c(=O)oc2ccccc21)Nc1nccs1 | 105
COc1ccc(C(=O)Cn2nnc(-c3ccccc3NC(=O)C3CC3)n2)cc1 | 88
CCOc1ccccc1NC(=O)c1ccccc1N(C)S(C)(=O)=O | 84
OC(COc1ccc2c(c1)CCC2)Cn1cnc2ccccc21 (centres undefined) | 91
O=C(O)CCCC(=O)Nc1ccc(C(=O)N2CCCCC2)cc1 | 120
CCc1nc2n[nH]c(N)c2c2c1CSC(C)(C)C2 | 125
CC1CCc2c(sc3nc(SCC(=O)NCc4ccco4)nc(N)c23)C1 (centres undefined) | 99
Cn1c(=O)c2[nH]cnc2n(C)c1=O | 88
COCCCNC(CC(=O)Nc1ccc(N(C)C)cc1)C(=O)O (centres undefined) | 111
Cc1ccc(OCC(=O)n2nc(C)cc2C)c(Br)c1 | 71
O=C(CN1CCN(c2ccccn2)CC1)N1c2ccccc2Sc2ccc(C(F)(F)F)cc21 | 105
CCOC(=O)Cn1c(=O)c2c(nc3n2CCS3)n(C)c1=O | 80
CCOc1ccc(NC(=O)C2CC(=O)N(C)C(=Nc3ccc4c(c3)OCO4)S2)cc1 (centres undefined) | 77
Cc1ccc(SCc2cc(=O)n3[nH]c(C)nc3n2)cc1 | 110
N#Cc1c(-c2ccco2)cc(-c2ccccn2)nc1N | 119
Cc1ccc(-c2csc3nnc(SCc4csc(C)n4)n23)cc1 | 89
CCOCCCn1c(=N)c(C(N)=S)cc2c(=O)n3cccc(C)c3nc21 | 65
Cc1cccc(OCC(O)Cn2c(=N)n(CCN3CCCCC3)c3ccccc32)c1 (centres undefined) | 85
O=C1CC(c2cccs2)CC2=C1C(c1ccccc1)n1ncnc1N2 (centres undefined) | 99
COc1ccc(CC(=O)OCc2cc3ccc(C)cc3[nH]c2=O)cc1 | 95
COc1ccc(-c2cc(C(=O)NCc3ccc(Cl)cc3)no2)cc1OC | 80
O=S(=O)(NC1CCCCC1)c1ccc(S(=O)(=O)N2CCN3CCCC3C2)cc1 (centres undefined) | 92
Clc1ccc(OCCn2ccnc2)c2ccccc12 | 103
O=C(Nc1ccc(S(=O)(=O)N2CCOCC2)cc1)c1cccs1 | 82
CCc1cccc(NC(=O)CN(C)S(=O)(=O)c2cccc3nsnc23)c1 | 75
CC1=C(C(=O)OC2CCCCC2)C(c2ccc(C)o2)C2=C(CC(C)(C)CC2=O)N1 (centres undefined) | 69

# Structural class, the compounds so far with a COOH group (two)
SMILES,SKBR3 24h inh
O=C(O)CCCC(=O)Nc1ccc(C(=O)N2CCCCC2)cc1,120
COCCCNC(CC(=O)Nc1ccc(N(C)C)cc1)C(=O)O (centres undefined),111

# Continued:
SMILES,SKBR3 24h inh
O=C(Nc1ccc2c(c1)OCCO2)C1CCN(C(=O)c2ccc(F)cc2)CC1,92
COCCNC(=O)Cn1cnc2c1c(=O)n(C)c(=O)n2C,101
CCOC(=O)c1cnc2c(C#N)c(C)nn2c1C,88
Nc1nc(SCC(=O)NCc2ccco2)[nH]c(=O)c1-c1ccccc1,98
COc1ccc(C2(C(=O)NCCN3CCOCC3)CCOCC2)cc1,101
CSC1=C(C#N)C(c2ccccc2C)C(C#N)=C(N)N1 (centres undefined),95
Cc1nnc2n1N=CC=C(C(C)(C)C)S2,89
CCCCC(=O)NCCc1cc2ccc(OC)cc2[nH]c1=O,84
O=C(Nc1ccc2nsnc2c1)c1ccc2c(c1)OCO2,98
Cc1cc(C)c2c(n1)nn1c(NCCOCCO)cc(C)nc21,93
CN(CC(=O)N1CCN(c2ccccn2)CC1)S(=O)(=O)c1ccc(Br)cc1,77
Cc1ccc(S(=O)(=O)NC(=O)Nc2ccc(Cl)cn2)cc1,106
Nc1nnnn1/N=C/c1ccccc1C(F)(F)F,68
Cc1nn(CC(=O)N(C)C)c(=O)c2ccccc12,133
Cc1ccc2c(CC(=O)O)coc2c1C,85
C=CCn1c(SCc2cc(=O)n3ccsc3n2)nc2scc(C3CC3)c2c1=O,92
Cc1ccc2cc(CN(C(=O)C3CCCO3)C3CCCCC3)c(=O)[nH]c2c1 (centres undefined),103
Cc1ccc(C)n1/N=C1/NC(=O)CS1,105
CC(C)(C)OC(=O)NCCCCCc1nnc(SCC(=O)Nc2cccc(Cl)c2)o1,122
Cc1ccc(OCC(=O)NCCN2CCCC2)cc1,92
COc1cccc(C=NCCNC(=O)c2nonc2N)c1O,88
O=C(c1ccc2c(c1)OCO2)N(c1ccccc1)C1C=CS(=O)(=O)C1 (centres undefined),94
CCOC(=O)N1CCN(C(=O)c2cc(Cl)c(Cl)cc2C(=O)O)CC1,89
CCOC(=O)CNc1c(-c2ccc(O)cc2)nc2ccccn12,101
COCc1c(Br)c(C)nc(OCC(=O)O)c1C#N,102
CCN(CC)CCCNc1nnc(C)c(=O)[nH]1,97
COc1ccc(S(=O)(=O)NCCCCNS(=O)(=O)c2ccc(OC)cc2)cc1,94
CCCCOc1ccc(C(=O)Nc2ccncc2)cc1,77
CSc1ccc(S(=O)(=O)Nc2c(C)cccc2C)cc1,80
Cc1cc(=O)[nH]c(Cc2ccc(OC(C)C)cc2)n1,108
CCOC(=O)c1c(C)n(CC(O)c2ccccc2)c2ccc(O)cc12 (centres undefined),76
CCn1nc(C(=O)N2CCc3ccccc3C2)c2ccccc2c1=O,82
CCCn1c(/N=C/c2cc(OC)ccc2O)nc2ccccc21,96
Cc1ccc(C(=O)OCC(=O)Nc2ccc3c(c2)OCO3)o1,99
OCCCN1c2ccccc2Nc2nnc(-c3ccccc3)cc21,74
O=C(COc1cc(Cl)c(Cl)cc1Cl)Nc1ccncc1,100
CCCn1c(SCC(=O)Nc2ccc3c(c2)OCCO3)nnc1-c1ccco1,83
COc1ccc(-c2nc(N)ncc2Oc2ccccc2Br)c(O)c1,88
O=C(CN1CCN(c2ccccn2)CC1)NCc1cccs1,97
Cc1cc(C(F)F)n2ncc(C(=O)NCc3ccccc3C(F)(F)F)c2n1,79
COc1ccccc1OCCCn1c(=O)oc2ccccc21,82
Cn1c(=O)oc2cc(S(=O)(=O)Nc3ccc4c(c3)OCCO4)ccc21,90
COc1ccccc1N1CCN(C(=O)c2c(-c3c(Cl)cccc3Cl)noc2C)CC1,77
CCC(C)[C@H](N)c1nnc(SCC(=O)Nc2cccc(Cl)c2)o1 (some centres undefined),81
Cc1onc(-c2ccccc2)c1C(=O)NCc1cccnc1,113
Cc1ccccc1CSc1nncn1N,75
O=S1(=O)CC=C(CSc2nc3ccccc3[nH]2)C1,86
O=C(NCc1ccc2c(c1)OCO2)C1CCN(c2ccc(S(=O)(=O)N3CCCC3)cc2)CC1,101
CC1=C(C(=O)N2CCOCC2)C(c2ccsc2)C2=C(CCCC2=O)N1 (centres undefined),106
CN(C(=O)c1ccc(S(=O)(=O)NC2CCCC2)cc1)C1CCCCC1,88
# The list continues.
SMILES,SKBR3 24h inh
COc1ccc(-c2cc(-c3cc(F)ccc3O)[nH]n2)cc1OC,93
CCOC(=O)c1c(-c2ccc(C)o2)csc1N,85
Cc1nnc(SCc2ccon2)n1-c1ccccc1,91
CC(=O)OC(Cn1nc(C)cc1C)c1ccccc1 (centres undefined),99
CCCc1nc(NC2CCCCC2)c(C#N)c2c1COC(C)(C)C2,94
CCCOc1ccc(NC(=O)C2CC(=O)N(C(C)C)C2)cc1 (centres undefined),92
CCOc1ccc(N(CC(=O)NCc2ccccc2)S(C)(=O)=O)cc1,82
O=C1NCCN1C(=O)N(c1ccccc1)c1ccccc1,90
COc1ccccc1NC(=O)CSc1nnc(-c2ccco2)o1,131
CCn1cc(C(=O)NCCc2ccccc2)c(=O)c2cc(F)c(N3CCN(C)CC3)cc21,96
CCN1CCN(CCNC(=O)c2cn(Cc3ccccc3F)nn2)CC1,101
O=S(=O)(Nc1ccc(O)c(CN2CCCCC2)c1)c1ccccc1,84
c1ccc(CNn2c(N3CCOCC3)nc3ccccc32)cc1,87
COc1ccc(NC(=O)Nc2ccccc2C(=O)N2CCCC2)cc1,83
CC(C)(C)n1nnnc1C(c1ccncc1)N1CCN(C2CCCCC2)CC1 (centres undefined),88
COc1cc(C2/C(=C(\O)c3ccc4c(c3)CC(C)O4)C(=O)C(=O)N2CCCn2ccnc2)ccc1O (centres undefined),87
O=C(CSc1nnnn1C1CCCCC1)NCc1cccc(C(=O)O)c1,103
CCOC(=O)c1c(C)oc2cc(Br)c(OC(=O)N3CCOCC3)cc12,90
CCC(C)NC(=O)C(Cc1ccccc1)NS(=O)(=O)c1cccc2nsnc12 (centres undefined),79
